# hERG protect = shields human hERG channel from block by proarrhythmic agents; Q12809; CHO-hERG, FluxOR thallium flux, dofetilide IC70 present; activation (rescue from dofetilide block), less the hit threshold, % at 10 µM; actives 0.51% (n = 310,000); AID 1511;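 active means activation above the mean of controls blocked by dofetilide plus 5 SD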;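 further: thallium influx through hERG after potassium depolarization seen as dye fluorescence rise; in these data hits start at about 4.7%; inactives centre near -7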
# SKKanGAS inh = inhibitors of SKKanGAS S. pyogenes growth in kanamycin (SK-promoter or general growth effect). BacTiter-Glo, 6 h. inhibition, % at 7.5 µM. actives 1.3% (n = 300,000);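 active means mean replicate score, as percent of positive control median, at least 50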;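 further: strain carries kanamycin resistance gene driven by streptokinase promoter and grows in 40 µg/ml kanamycin; loss of luminescence reflects streptokinase promoter inhibition or plain growth inhibition; 0% = median of DMSO wells and 100% = positive control at its reference dose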
# TMEM16A inh = blocks the mouse calcium-activated chloride channel TMEM16A; normalized B-score (activity score, 25-100; higher = stronger inhibition) at 10 µM; actives 1.2% (n = 310,000); HEK293 TMEM16A/YFP iodide influx fluorescence, ionomycin; AID 588511; Q8BHY3;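 active means ratio plate-corrected score three or more library SD toward inhibition, starting fluorescence score within five deviations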;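 further: score derived from kinetic fluorescence span divided by baseline fluorescence per well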
# RGS4 pot = potentiators or activators of RGS4; HEK293 M3R/inducible RGS4, carbachol calcium flux Fluo4; hits give low values; B-score at 10 µM; actives 0.92% (n = 310,000); AID 463111;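 active means B-score of the integrated calcium signal more than 4 SD below the library mean, with starting fluorescence not abnormally high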;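 further: negative B-score means reduced calcium response which marks RGS4 activation or potentiation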
#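 Reagent: ECmax carbachol challenge; Test system: M3R-expressing HEK293 line, RGS4 induced by doxycycline; Schedule: overnight RGS4 induction, 30 min dye load 37 °C, 20 min compound RT; Detection: calcium dye Fluo4 fluorescence; Read-out: Agonist-evoked peak-minus-minimum fluorescence over baseline, integrated ratio, B score.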
# TMEM16A act = mouse TMEM16A channel activation, primary screen. Q8BHY3. actives 0.3% (n = 340,000). HEK293 TMEM16A/YFP-H148Q/I152L, iodide quench fluorescence; hits give low values. B-score at 10 µM;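 active means fluorescence-ratio B-score plate-corrected deviation score at least 3 library SD below zero, with starting fluorescence score within 5 deviations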;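 further: channel opened by trigger with iodide after compound preincubation; score built on the fluorescence ratio of max minus min over baseline; more negative score means more quench and so TMEM16A activation or potentiation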
# HDAC3 inh = inhibitors of human histone deacetylase 3 | O15379 | actives 0.15% (n = 320,000) | inhibition, % at 8.3 µM | AID 2718 | recombinant HDAC3, fluorogenic peptide/trypsin coupled, fluorescence; in the data active means inhibition above about 26%, passing the limit was not always enough
# Target sequence (O15379 whole entry, looked up): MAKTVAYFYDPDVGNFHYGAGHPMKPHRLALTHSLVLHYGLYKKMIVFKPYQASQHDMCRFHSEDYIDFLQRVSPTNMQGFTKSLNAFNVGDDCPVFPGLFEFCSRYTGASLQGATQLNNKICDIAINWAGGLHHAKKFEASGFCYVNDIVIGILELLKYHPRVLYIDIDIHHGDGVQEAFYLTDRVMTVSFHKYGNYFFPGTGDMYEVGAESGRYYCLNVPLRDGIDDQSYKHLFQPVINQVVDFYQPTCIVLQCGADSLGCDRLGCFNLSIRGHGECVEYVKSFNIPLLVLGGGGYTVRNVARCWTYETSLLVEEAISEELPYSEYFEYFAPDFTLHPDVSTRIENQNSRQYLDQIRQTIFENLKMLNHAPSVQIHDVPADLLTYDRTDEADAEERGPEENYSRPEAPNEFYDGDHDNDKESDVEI
# RGS4 block = inhibitors of human RGS4 | AID 463165 | B-score at 10 µM | actives 0.45% (n = 310,000) | HEK293 M3R/RGS4 inducible, Fluo-4 calcium flux; hits give high values; triggered by carbachol at its EC20;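 active means B-score, a plate-corrected calcium signal, over three deviations above library mean, with baseline fluorescence within five deviations of library mean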;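 further: RGS4 expression induced by doxycycline in cells with stable M3 receptor; B-score is computed from the integrated fluorescence ratio over baseline after carbachol; higher B-score means a larger calcium signal and so more RGS4 inhibition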
# Target sequence (P49798 whole entry, looked up): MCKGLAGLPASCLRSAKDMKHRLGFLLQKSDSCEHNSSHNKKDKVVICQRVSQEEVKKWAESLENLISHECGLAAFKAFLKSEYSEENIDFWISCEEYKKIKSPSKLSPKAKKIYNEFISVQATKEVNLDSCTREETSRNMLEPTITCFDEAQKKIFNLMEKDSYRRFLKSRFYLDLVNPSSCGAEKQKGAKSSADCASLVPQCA
# KCNK9 block = inhibitors of human KCNK9 two-pore domain potassium channel. Q9NPC2. AID 488922. HEK293 KCNK9, FluxOR thallium flux fluorescence; hits give low values. actives 1.2% (n = 310,000). B-score at 10 µM;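 active means ratio B-score over 3 SD below the library mean, with starting fluorescence within 5 SD of its mean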;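 further: negative B-score means less thallium flux so channel inhibition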
# Target sequence (Q9NPC2 whole entry, looked up, the tested form may be a part): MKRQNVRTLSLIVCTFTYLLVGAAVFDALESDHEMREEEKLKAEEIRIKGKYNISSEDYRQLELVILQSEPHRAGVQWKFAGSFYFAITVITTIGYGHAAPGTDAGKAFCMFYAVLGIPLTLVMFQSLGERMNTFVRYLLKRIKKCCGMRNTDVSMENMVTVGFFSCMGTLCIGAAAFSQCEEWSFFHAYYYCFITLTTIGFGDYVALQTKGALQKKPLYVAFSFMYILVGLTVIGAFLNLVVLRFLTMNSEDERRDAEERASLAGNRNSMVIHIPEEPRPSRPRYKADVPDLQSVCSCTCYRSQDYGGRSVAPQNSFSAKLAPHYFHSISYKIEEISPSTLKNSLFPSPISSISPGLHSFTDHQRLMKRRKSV
# KCNQ1 block = inhibitors of human KCNQ1 potassium channel; P51787; B-score at 10 µM; actives 1.3% (n = 310,000); AID 2642; CHO-K1 KCNQ1, FluxOR thallium flux fluorescence; hits give high values;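 active means compounds whose thallium flux B-score, printed positive for inhibition, exceeds three library SD while starting fluorescence stays within three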;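 further: channel opened by potassium depolarization with thallium stimulus after 20 min compound exposure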
# KCNQ1 act = potentiators or activators of human KCNQ1 potassium channel; P51787; actives 0.35% (n = 310,000); CHO-K1 KCNQ1, thallium flux FluxOR fluorescence; hits give high values; B-score at 10 µM;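 active means fluorescence ratio B-score, a plate-corrected score, at least three library SD, with initial intensity B-score within 5 SD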
#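 Assay system: stable KCNQ1 CHO-K1 line; medium: assay buffer, equal DMSO in all wells; timing: 90 min dye loading and 20 min compound exposure, both at room temperature; technique: kinetic FluxOR thallium fluorescence, 10-s 1-Hz baseline, 110-s post-stimulus read; read-out basis: B score of baseline-normalized fluorescence ratio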
# KCNK3 inh = human KCNK3 channel inhibition, primary screen. O14649. CHO-KCNK3 thallium flux, FluxOR fluorescence; hits give low values. B-score at 10 µM. actives 0.84% (n = 340,000). AID 602410;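 active means B-score under library mean minus 4 SD, starting fluorescence ratio at most library mean plus 5 SD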;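 further: more negative B-score means stronger inhibition of thallium flux through KCNK3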
# The depositor's hits bear a star; i = inactive; / = not tested or not shown.
SMILES,hERG protect,SKKanGAS inh,TMEM16A inh,RGS4 pot,TMEM16A act,HDAC3 inh,RGS4 block,KCNK9 block,KCNQ1 block,KCNQ1 act,KCNK3 inh
CCC(CC)C(=O)c1c[nH]c(C(=O)N2CCN(c3ccccc3)CC2)c1,-8,-2,i,i,i,-4,i,i,i,i,i
Cc1ccc2[nH]c(O)c(N=NC(=O)C3CC3c3ccccc3)c2c1Br (stereo not drawn),0,7,i,i,i,11,i,i,i,i,i
COc1ccc(C(=O)Nc2ccnn2C2CCN(C(=O)c3cnsn3)CC2)cc1,-5,-2,i,i,i,2,i,i,i,i,i
COc1ccc(NC(=O)CN(C)C(=O)CCNC(=O)c2ccccc2OC)cc1,-7,-18,i,i,i,-1,i,i,i,i,i
C=C1CCN([C@@H](CC(C)C)C(=O)N2CCCC2)S(=O)(=O)c2ccccc21,-8,0,i,i,i,5,i,i,i,i,i
CCC(C)Sc1nc2c(c(=O)[nH]c(=O)n2C)n1CC(O)COc1cccc2ccccc12 (stereo not drawn),-10,-3,i,i,i,-9,i,i,i,i,i
Cc1csc(N2CCc3ccccc32)n1,-10,4,i,i,i,2,i,i,i,i,i
CCC1SC(=NC(=O)c2ccc(Cl)c(Cl)c2)NC1=O (stereo not drawn),-12,19,i,i,i,3,i,i,i,i,i
O=C(Nc1nccs1)c1ccc(-c2ccc(Cl)cc2Cl)o1,-11,16,i,i,i,2,i,i,i,i,i
CCCCCCCSc1nnc(N)s1,-2,-2,i,i,i,4,i,i,i,i,i
O=[N+]([O-])c1ccc(C2CCCC/C2=N/O)c([N+](=O)[O-])c1 (stereo not drawn),0,12,i,i,i,-1,i,i,i,i,i
COc1cc(OCC(N)=O)cc(OC)c1OC,1,-9,i,i,i,-3,i,i,i,i,i
Cc1ccc2c(c1)N(CCC(=O)NCC1COc3ccccc3O1)C(=O)CO2 (stereo not drawn),-15,-3,i,i,i,-5,i,i,i,i,i
CCN(CC(=O)Nc1c(F)cccc1F)C(=O)c1cccc(S(=O)(=O)NCc2ccccc2)c1,-10,-1,i,i,i,2,i,i,i,i,i
CCN(CC)C(=O)COc1cccc2ccccc12,-12,1,i,i,i,0,i,i,i,i,i
COc1ccc(C(=O)NCc2nnc(SCC(=O)Nc3nnc(C)s3)o2)cc1,-8,-2,i,i,i,0,i,i,i,i,i
O=c1ccc(/C=C/c2ccccc2)nn1Cc1ccccc1Cl,-5,3,i,i,i,1,i,i,i,i,i
COc1ccc(-n2c(SCC(=O)Nc3cc(C)on3)nc3ccc(O)cc3c2=O)cc1OC,-12,3,i,i,i,-2,i,i,i,i,i
C[C@@H]1CCCCCCCCCCC1=O,3,1,i,i,i,-3,i,i,i,i,i
COc1ccc2oc(=O)c(C(=O)Oc3ccc(NC(C)=O)cc3)cc2c1,0,6,i,i,i,1,i,i,i,i,i
Cc1cccc(NC(=O)CSc2nnc(C3CC3)n2CC2CCCO2)c1 (stereo not drawn),-6,-2,i,i,i,1,i,i,i,i,i
Cc1ccc(-c2nc(N)n(S(C)(=O)=O)n2)cc1,-4,10,i,i,i,-5,i,i,i,i,i
CCOC(=O)C1CCN(C(=O)c2ccc3c(c2)OCO3)CC1,-3,-4,i,i,i,1,i,i,i,i,i
N=c1oc2cc(O)ccc2cc1C(=O)Nc1ccc(Cl)cc1,-7,11,i,i,i,-42,i,i,6*,i,i
O=C(CN1CCCCC1)Nc1nc(-c2ccc(Cl)cc2)cs1,-5,13,i,i,i,-2,i,i,i,i,i
O=C(COc1cccc(C(F)(F)F)c1)N1CCN(c2ccccc2O)CC1,-12,5,i,i,i,7,i,i,i,i,i
CCCN1CCC2(CC1)NC(C(=O)O)Cc1c2[nH]c2ccccc12 (stereo not drawn),-5,3,i,i,i,-10,i,i,i,i,i
CC(C)c1ccc(-n2ccnc2SCC(=O)O)cc1,-9,-3,i,i,i,6,i,i,i,i,i
OC(COC(c1ccccc1)c1ccccc1)CN1CCN(c2ccccn2)CC1 (stereo not drawn),-18,0,i,i,i,2,i,i,i,i,i
CCN(C(=O)c1ccc(Br)o1)C1CCS(=O)(=O)C1 (stereo not drawn),-6,-2,i,i,i,4,i,i,i,i,i
Cc1ccc(-c2nc3ccccc3s2)cc1NC(=O)c1ccc2c(c1)OCO2,0,4,i,i,i,-5,i,i,i,i,i
CC1CCCC(C)N1C(=O)CN1C(=O)C(C)(C)Oc2ccc(C(=O)NC3CCCCC3)cc21 (stereo not drawn),-12,-4,i,i,i,-8,i,i,i,i,i
COc1ccc(S(=O)(=O)NCC2CCC(C(=O)NCc3cccnc3)CC2)cc1 (stereo not drawn),-15,8,i,i,i,-5,i,i,i,i,i
O=C(COc1ccccc1C(=O)O)NC1CCCc2ccccc21 (stereo not drawn),-9,7,i,i,i,-3,i,i,i,i,i
Nc1nc(SCC(=O)NCCCN2CCOCC2)nc2sc3c(c12)CCC3,4,-1,i,i,i,2,i,i,i,i,i
CC(C)CCNC(=O)c1cn(C)c2ccc(S(=O)(=O)N3CCCC3)cc2c1=O,-8,6,i,i,i,-3,i,i,i,i,i
CCCN1C2CCCC1CC(NC(=S)Nc1cc(C)cc(C)c1)C2 (stereo not drawn),-13,2,i,i,i,4,i,i,i,i,i
Cc1ccc(-c2cc3c(n2-c2ccc(C(=O)O)cc2)CCCC3=O)cc1,-7,3,i,i,i,2,i,i,i,i,i
CC(C)Oc1cccc(C(=O)C2CCCN(C(=O)c3csnn3)C2)c1 (stereo not drawn),-11,3,i,i,i,-1,i,i,i,i,i
COc1ccc(CCN(C)CCC(=O)Nc2cc(C)ccc2C)cc1OC,-5,-6,i,i,i,-5,i,i,i,i,i
O=C(NCCN1CCCC1)C1CCC(=O)N(CCCN2CCOCC2)C1 (stereo not drawn),-6,2,i,i,i,-1,i,i,i,i,i
COc1ccc(-c2csc(/N=C/N(C)C)n2)cc1OC,-3,21,i,i,i,7,i,i,i,i,i
O=C(Nc1ccc(Cl)c([N+](=O)[O-])c1)c1ccc2c(c1)OCCO2,0,12,i,i,i,-3,i,i,i,i,i
Cc1cccn2c(=O)c(C=C(C#N)C#N)c(N3CCN(C)CC3)nc12,-7,-5,i,i,i,3,i,i,i,i,i
CNC(=O)CSc1nnc(SCCC(=O)O)s1,-3,-14,i,i,i,3,i,i,i,i,i

# Molecules above containing a furan ring, fused or not (2):
SMILES,hERG protect,SKKanGAS inh,TMEM16A inh,RGS4 pot,TMEM16A act,HDAC3 inh,RGS4 block,KCNK9 block,KCNQ1 block,KCNQ1 act,KCNK3 inh
O=C(Nc1nccs1)c1ccc(-c2ccc(Cl)cc2Cl)o1,-11,16,i,i,i,2,i,i,i,i,i
CCN(C(=O)c1ccc(Br)o1)C1CCS(=O)(=O)C1 (stereo not drawn),-6,-2,i,i,i,4,i,i,i,i,i

# Continuation.
SMILES,hERG protect,SKKanGAS inh,TMEM16A inh,RGS4 pot,TMEM16A act,HDAC3 inh,RGS4 block,KCNK9 block,KCNQ1 block,KCNQ1 act,KCNK3 inh
CN(CC(=O)NCc1ccccc1)S(=O)(=O)c1ccc2c(c1)CCC(=O)N2,-9,8,i,i,i,-1,i,i,i,i,i
CCCc1c(O)nc(SC2CC(=O)N(c3ccc(OC)cc3)C2=O)[nH]c1=O (stereo not drawn),-12,3,i,i,i,-1,i,i,i,i,i
O=S(=O)(N/N=C/c1cn(Cc2ccccc2)c2ccccc12)c1ccccc1,-13,34,i,i,i,3,i,i,i,i,i
Cc1cc(C)c(C(=O)Nc2ccc(C)c(C)c2)c(CC(C)(C)C(=O)O)c1,-7,0,i,i,i,-2,i,i,i,i,i
Cc1ccc(OC/C(O)=C(\C#N)c2nc3ccccc3s2)cc1,-9,57*,100*,i,i,13,i,i,i,i,i
Cc1cccc(C)c1NC(=S)N1CCC(c2ccccc2)C1 (stereo not drawn),-9,-14,i,i,i,-2,i,i,i,i,i
COc1cccc(CNC(=O)c2nnn(CC(=O)Nc3ccc4c(c3)OCO4)c2N)c1,-10,-14,i,i,i,/,i,i,i,i,i
CC(=O)c1cccc(NC(=S)NC(=O)c2ccccc2Cl)c1,-3,0,i,i,i,-7,i,i,i,i,i
COCCSc1ccccc1C(=O)Nc1ccc2c(c1)OCO2,0,-1,i,i,i,-1,i,i,i,i,i
COc1ccc(N2C(=O)C3CCCN3C2c2ccc(C)cc2)cc1Cl (stereo not drawn),-18,-2,i,i,i,-1,i,i,i,i,i
COc1ccc(/C=N/NC(=O)C2c3ccccc3Oc3ccccc32)c(OC)c1,-9,3,i,i,i,3,i,i,i,i,i
CC1CCN(CCc2nc3cc(NC(=O)COc4ccccc4)ccc3n2C)CC1,-7,0,i,i,i,-4,i,i,i,i,i
O=C(N1CCOCC1)N1CCN(c2nc(-c3ccccc3)cs2)CC1,-10,-3,/,i,i,/,i,i,i,i,i
Cc1c(C)c2ccc(OCC(=O)N3CCN(C(=O)C4COc5ccccc5O4)CC3)cc2oc1=O (stereo not drawn),-13,2,i,-7.2*,i,-46,i,i,i,i,i
COc1ccc(CC(=O)Nc2oc(-c3ccccc3)c(-c3ccccc3)c2C#N)cc1OC,-11,16,i,i,i,-9,i,i,i,i,i

# Entries above that bear a hit mark in KCNQ1 block.
smiles | TMEM16A act | HDAC3 inh | RGS4 block | KCNK9 block | KCNQ1 block | KCNK3 inh
N=c1oc2cc(O)ccc2cc1C(=O)Nc1ccc(Cl)cc1 | i | -42 | i | i | 6* | i

# More entries follow:
SMILES,hERG protect,SKKanGAS inh,TMEM16A inh,RGS4 pot,TMEM16A act,HDAC3 inh,RGS4 block,KCNK9 block,KCNQ1 block,KCNQ1 act,KCNK3 inh
CC(C)c1cc(C(=O)Nc2ccc3c(c2)OCO3)no1,-15,-6,i,i,i,-2,i,i,i,i,i
O=C(CN1C(=O)c2ccccc2C1=O)OCC(=O)N1CCc2ccccc2C1,-6,0,i,i,i,11,i,i,i,i,i
O=S(=O)(Nc1ccccc1Cl)c1ccc(NS(=O)(=O)c2cccs2)cc1,-4,4,i,i,i,2,i,i,i,i,i
O=c1[nH]c2cc3c(cc2cc1CN(Cc1ccc2c(c1)OCO2)Cc1nnnn1CC1CCCO1)OCO3 (stereo not drawn),-13,0,i,i,i,-1,i,i,i,i,i
Fc1ccc(/C=C/c2nnc(-c3cccs3)o2)cc1,-3,-15,i,i,i,-7,i,-8.7*,i,i,i

# Hits appear at their usual frequency; any-hit rate near 6.3%.
